Screening data deposited in PubChem BioAssay by several laboratories.
APP 5'UTR act – activators of APP 5'UTR luciferase reporter, primary screen, SH-SY5Y cells. actives 1% (n = 190,000). SH-SY5Y APP 5'UTR luciferase reporter, luminescence; zero percent = DMSO vehicle wells. AID 1276, 2008. activation, % at 2 µM;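 active = activation above a set limit, based on mean plus 3 SD of controls, cut at about 140% in these data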; note: values of inactives mirror those of a sister screen read the other way
Diaphorase inh – diaphorase inhibitors and chemical oxidizers, primary screen, counter-screen for diaphorase-coupled primary assays, biochemical, uHTS, resorufin fluorescence; diaphorase resazurin-to-resorufin fluorescence, NADH, 16 min; bacterial (C. kluyveri) enzyme, not human; inhibition, % at 20 µM; actives 0.69% (n = 190,000); AID 1217, 2008;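 active = primary screen inhibition at 20 µM above a set limit, cut at about 50% in these data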;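 note: plate controls were DMSO with full reaction for no effect and wells lacking NADH for full effect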
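Detection: fluorescence of resorufin formed from resazurin, Ex 544/Em 590 nm; test system: Clostridium kluyveri diaphorase enzyme; amount: 0.14 U/mL diaphorase, enzyme working solution; times: 16-min room-temperature incubation before reading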
NF-kB expr up – activators of NF-kB expression in neurons, primary screen, cell-based, HTS; human neuronal cells, NF-kB reporter expression; active compounds read high; fold change at 12.5 µM; actives 1.6% (n = 190,000); AID 1239, 2008; in the data active = fold change above about 3.3
FLuc inh counter – firefly luciferase enzyme inhibitors, primary screen, artefact control for luciferase-based inhibitor screens, biochemical, luminescence, ATPLite | actives 1.5% (n = 200,000) | Luciferin 4-monooxygenase (Photinus pyralis), P08659 | inhibition, % at 10 µM | 10 min;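 active = inhibition above about 50% when tested at 10 µM, limit read from the data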
Target sequence (P08659 whole entry, looked up): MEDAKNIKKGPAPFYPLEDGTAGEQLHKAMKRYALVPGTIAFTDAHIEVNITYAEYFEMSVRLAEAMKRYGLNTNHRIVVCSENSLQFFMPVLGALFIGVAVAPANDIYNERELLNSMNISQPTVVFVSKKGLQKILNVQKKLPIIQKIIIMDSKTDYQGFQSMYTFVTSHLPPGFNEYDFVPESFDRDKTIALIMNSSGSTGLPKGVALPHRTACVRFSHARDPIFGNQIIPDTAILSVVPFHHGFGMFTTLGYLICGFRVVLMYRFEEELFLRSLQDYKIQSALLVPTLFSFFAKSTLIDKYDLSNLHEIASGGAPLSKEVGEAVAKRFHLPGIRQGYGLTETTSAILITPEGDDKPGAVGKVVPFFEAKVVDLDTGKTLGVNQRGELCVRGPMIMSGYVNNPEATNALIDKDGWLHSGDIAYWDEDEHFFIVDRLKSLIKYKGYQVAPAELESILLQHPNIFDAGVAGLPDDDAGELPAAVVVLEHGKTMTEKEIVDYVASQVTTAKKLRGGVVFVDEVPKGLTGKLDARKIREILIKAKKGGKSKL
APP transl inh – inhibitors of APP translation via 5'UTR reporter, primary screen, APP 5'UTR luciferase, SH-SY5Y cells. SH-SY5Y APP 5'UTR-luciferase reporter, luminescence. inhibition, % at 2 µM. actives 0.82% (n = 190,000). AID 1285, 2008;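 active = inhibition above a set limit, derived from the sample mean plus 3 SD, cut at about 45% in these data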; note: values of inactives mirror those of a sister screen read the other way
G6PDH CS – L. mesenteroides G6PDH inhibitors, counter-screen for G6PDH-coupled screening assays, biochemical, Leuconostoc mesenteroides enzyme. inhibition, % at 5 µM. actives 0.12% (n = 200,000). Purified L. mesenteroides G6PDH, diaphorase/resazurin coupled fluorescence, 45 min; in the data active = inhibition above about 50%
TLR4-MyD88 BLA – inhibitors of TLR4-MyD88 association in cells, primary screen, cell-based, HeLa CL3-4, BLA complementation, FRET ratio; Toll-like receptor 4 (Homo sapiens) + Myeloid differentiation primary response protein …; HeLa CL3-4 TLR4/MyD88 BLA complementation; inhibition, % at 8.4 µM; actives 0.18% (n = 200,000); in the data active = inhibition above about 25%;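 note: 0% = vehicle and 100% = reference inhibitor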
FLuc act counter – FLuc activators, initial screening, artefact control for FLuc-dependent activation tests, biochemical, ATPlite luminescence; AID 1027, 2008; activation factor at 10 µM; 200,000 tested, under 10 active; Luciferin 4-monooxygenase (Photinus pyralis), P08659; ATPlite luciferase biochemical, 10 min; 0 = ATP-free wells, 1 = DMSO control;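 active = luciferase activation factor, scaled between plate controls, of at least 2 with compound at 10 µM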
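Assay system: Luciferase/luciferin detection reagent, cell-free biochemical luciferase assay / Read-out: luciferase activation / Benchmarks: No-ATP low control, compound-free enzyme-plus-ATP high control / Medium: PBS buffer for ATP / Detection: luminescence measurement of luciferase light output / Schedule: 10 min at ambient temperature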
Diaphorase act – compounds boosting diaphorase resazurin reduction – biochemical, uHTS, resorufin fluorescence, counter-screen for diaphorase-coupled primary assays, primary screen; Diaphorase/resazurin coupled assay, 16 min; active compounds read high; 1 = vehicle wells, 0 = NADH-free wells; activation factor at 20 µM; actives 0.005% (n = 190,000);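 active = diaphorase activity raised at least twofold by the compound at 20 µM; inactive = activation factor below 2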
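test system = bacterial diaphorase enzyme (C. kluyveri) | quantity = enzyme 0.07 U/mL final | reagent = NADH substrate 0.114 mM plus resazurin dye 0.1 mM, final | incubation = 16 min enzyme reaction, ambient temperature | buffer or medium = HEPES pH 7.4 buffer with MgCl2 and Tween 20 | signal = fluorescence of resorufin, 544 nm excitation, 590 nm emission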
STAT1 act – STAT1 signaling activators, primary screen, cell-based, HTS, luciferase reporter. NIH 3T3 STAT1-luciferase reporter, IFN-gamma, luminescence; 100% = IFN-gamma alone, no compound. activation (% of control), % at 5.5 µM. actives 2.6% (n = 200,000). AID 932, 2007;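 active = activation above the screen-wide mean activation plus 3 SD, cut at about 130% in these data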;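 note: raw ratio to IFN-gamma control signal so 100% means no change and 0% no light; values of inactives mirror those of a sister screen read the other way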
Numbers without * were called inactive; . = no result given.

SMILES	APP 5'UTR act	Diaphorase inh	NF-kB expr up	FLuc inh counter	APP transl inh	G6PDH CS	TLR4-MyD88 BLA	FLuc act counter	Diaphorase act	STAT1 act
Cc1nn(Cc2c(F)c(F)c(F)c(F)c2F)c(C)c1NC(=O)c1c([N+](=O)[O-])cnn1C	-15.5	17.4	1.28	-4.3	15.5	1.7	9.6	1	0.8	98.5
CC1CN(Cc2ccccc2)c2ccccc2NC1=S (stereo unspecified)	1.7	13.2	0.92	0.9	-1.7	18.8	-2.8	1	0.9	100.9
CN(C)S(=O)(=O)Nc1ccc(Oc2ccccc2)cc1	-12.8	13.9	1.13	-1.2	12.8	12.3	-4.3	1	0.9	103.3
CCn1c(COc2ccccc2C(N)=O)nc2ccccc21	7.5	4.4	1.15	0.6	-7.5	-1.0	-1.4	1	1	97.2
CCn1cc(C(=O)OC(C)C(=O)Nc2c(C)n(C)n(-c3ccccc3)c2=O)c(=O)c2ccc(C)nc21 (stereo unspecified)	-1.1	17.4	0.99	3.3	1.1	14.0	11.7	1	0.8	96.0
CN(CC(=O)Nc1ccc(Cl)c(Cl)c1)C(=O)C12CC3CC(CC(C3)C1)C2	-3.5	17.0	0.77	-6.1	3.5	11.1	-12.1	1.1	0.8	104.3
CSc1nc(-c2ccccc2)nc2c1COC(C)(C)C2	-2.1	12.3	1.21	1.8	2.1	7.3	0.3	1	0.9	94.3
O=C(N/N=C/c1ccc([N+](=O)[O-])s1)c1ccncc1	-14.5	6.5	0.63	-3.0	14.5	3.8	-5.0	1	0.9	96.4
CN(CCCNS(=O)(=O)c1cccc2cccnc12)Cc1ccccc1	-20.5	-3.4	1.19	-2.2	20.5	3.4	-3.0	1	1	97.6
CC(C)n1cc(/C=C2/NC(=O)N(c3cccc(Cl)c3)C2=O)c2ccccc21	6.0	18.8	1.05	-7.9	-6.0	5.1	-5.1	1.1	0.8	96.5
CCOC(=O)c1sc(NC(=O)CSc2nnnn2-c2ccccc2)nc1C	-1.0	15.7	1.31	-3.9	1.0	3.1	-8.0	1	0.8	101.0
CC(=O)c1c(Nc2ccccc2)sc(C(=O)c2ccccc2)c1C	-16.5	12.2	0.99	0.9	16.5	1.3	-0.1	1	0.9	94.8
O=C(N/N=C1/CCSC1)c1cccc([N+](=O)[O-])c1	-13.0	6.7	1.1	-4.4	13.0	-3.2	1.8	1	0.9	104.0
Cc1cc(C)cc(OCC(=O)NNC(=O)CCC(=O)NCc2ccccc2)c1	.	8.7	1.12	4.3	.	3.0	-19.4	1	0.9	98.6
O=C1NC2(CCN(Cc3ccccc3)CC2)Oc2ccccc21	1.6	1.7	0.95	-0.6	-1.6	1.2	10.3	1	1	96.9
Cc1cc(C)cc(N(C(=O)c2csnn2)C(C(=O)NC(C)(C)C)c2cccs2)c1 (stereo unspecified)	22.1	18.0	0.97	-4.1	-22.1	4.9	7.3	1	0.8	100.0
c1ccc(C(c2nnnn2C2CCCCC2)N2CCc3ccccc3C2)nc1 (stereo unspecified)	-2.0	23.0	1.34	-9.2	2.0	10.8	5.3	1.1	0.8	98.4
CC(=O)Nc1ccc2c(CN3C(=O)NC(C)(c4ccc(C)cc4)C3=O)cc(=O)oc2c1 (stereo unspecified)	-6.5	27.1	1.6	1.3	6.5	-4.0	9.5	1	0.7	101.7
COc1ccc(C2CC(=O)N3CN(c4ccc(C)c(Cl)c4)CSC3=C2C#N)cc1 (stereo unspecified)	11.6	50.0*	1.25	-6.1	-11.6	14.0	-9.4	1.1	0.5	95.4
Nc1cc(=O)[nH]c(=O)n1-c1cccc(F)c1	7.7	7.0	1.09	-6.3	-7.7	2.5	-0.4	1.1	0.9	92.2
NC(=O)/C=C\C(=O)Nc1cccc(C(F)(F)F)c1	12.1	13.9	0.79	-0.3	-12.1	5.6	2.1	1	0.9	99.2
CC(=O)C1=C(O)C(=O)N(c2cccc(C(=O)O)c2)C1c1ccccc1F (stereo unspecified)	19.3	5.7	0.99	-2.5	-19.3	4.2	7.4	1	0.9	101.9
S=C(Nc1ccccc1)NC1CCN(Cc2ccccc2)CC1	-0.5	-3.2	0.85	1.1	0.5	-1.7	-0.5	1	1	103.5
CCCCCn1c(CN2CC(C)OC(C)C2)nc2c1c(=O)n(C)c(=O)n2C (stereo unspecified)	11.3	11.4	.	-5.2	-11.3	-13.6	-12.3	1.1	0.9	98.5
Cn1cc(CN2CCCC(C(=O)c3cccs3)C2)c(-c2cccc(Cl)c2)n1 (stereo unspecified)	16.1	23.0	0.95	-8.1	-16.1	10.1	6.1	1.1	0.8	99.0
COc1ccc(-n2ncc(Cl)c(Cl)c2=O)cc1	-91.5	3.0	1.07	5.3	91.5*	4.7	24.5	0.9	1	105.6
COc1ccccc1N(C)S(=O)(=O)c1ccc(C(=O)NC2=NCCS2)cc1	-1.9	12.8	0.97	-1.7	1.9	-1.0	4.5	1	0.9	97.7
CCN1C/C(=C/c2cccc([N+](=O)[O-])c2)C(=O)/C(=C/c2cccc([N+](=O)[O-])c2)C1	-94.1	8.3	2.47	-4.7	94.1*	2.2	6.6	1	0.9	101.5
CCOC(=O)NC1(C(F)(F)F)N=C(c2ccccc2)NC1=O (stereo unspecified)	8.8	7.7	1.12	-2.7	-8.8	3.1	17.4	1	0.9	106.0
COCCCNC(=O)CCSc1ccc(C)cc1	-15.6	7.3	1.45	-2.5	15.6	1.9	-1.5	1	0.9	96.6

Shown as a hit in APP transl inh, among the entries above:
molecule,APP 5'UTR act,NF-kB expr up,APP transl inh,TLR4-MyD88 BLA,STAT1 act
COc1ccc(-n2ncc(Cl)c(Cl)c2=O)cc1,-91.5,1.07,91.5*,24.5,105.6
CCN1C/C(=C/c2cccc([N+](=O)[O-])c2)C(=O)/C(=C/c2cccc([N+](=O)[O-])c2)C1,-94.1,2.47,94.1*,6.6,101.5

The list goes on:
SMILES	APP 5'UTR act	Diaphorase inh	NF-kB expr up	FLuc inh counter	APP transl inh	G6PDH CS	TLR4-MyD88 BLA	FLuc act counter	Diaphorase act	STAT1 act
CN(C)c1ccc(NC(=S)NC(=O)/C=C/c2ccc(Cl)cc2)cc1	68.9	13.5	1.75	2.1	-68.9	-12.2	2.9	1	0.9	142.1*
Cc1sc2ccccc2[n+]1CCC(C)S(=O)(=O)[O-] (stereo unspecified)	5.4	11.4	1.04	-4.2	-5.4	4.5	-14.5	1	0.9	102.2
COc1ccc(OC)c2sc(N3CCCCC3)nc12	15.6	16.4	1.3	8.1	-15.6	-12.3	3.1	0.9	0.8	107.6
O=C(c1cnsn1)N1CCC(CO)(Cc2ccc(Cl)cc2)CC1	0.9	8.2	0.94	-2.2	-0.9	0.8	-13.4	1	0.9	94.1
NC(=O)Cc1ccc(C(=O)c2ccccc2)s1	3.7	3.8	1.23	1.4	-3.7	-1.3	-3.3	1	1	106.2
CCn1c2ccccc2c2cc(NC(=O)COc3ccc(OC)cc3)ccc21	-2.7	16.5	1.02	-5.9	2.7	-0.5	0.0	1.1	0.8	96.2
CCOC(=O)c1cc(NC(=O)Nc2ccccn2)c(C)nc1C	1.6	13.8	1.01	-1.3	-1.6	-5.5	-0.5	1	0.9	110.4
Cc1cccc(OCC(=O)N/N=C/c2cn[nH]c2-c2ccc(Cl)c(Cl)c2)c1	-4.2	6.5	0.96	-4.2	4.2	7.3	3.1	1	0.9	105.4
CCOC(=O)Cn1cc(-c2ccccc2)nn1	-3.7	7.3	1.09	-2.6	3.7	8.8	-3.0	1	0.9	96.9
Cn1c(=O)[nH]c(=O)c2c1nc(N1CCCCC1)n2CCCSc1nnnn1-c1ccccc1	17.6	9.5	0.66	-2.2	-17.6	4.0	-2.9	1	0.9	95.6
C=CCNC(=S)N/N=C/c1ccc(C(F)(F)F)cc1	-0.6	3.5	1.09	51.7*	0.6	-0.8	4.3	0.5	1	96.9
Cc1ccc(-n2c(SCC(N)=O)nc3c([nH]c4ccccc43)c2=O)cc1	-1.2	23.7	1.1	-3.9	1.2	-33.3	-2.3	1	0.8	105.3
O=C(Nc1nccs1)C1(S(=O)(=O)c2ccc(Cl)cc2)CC1	-2.7	20.1	0.9	-3.5	2.7	-0.4	3.7	1	0.8	105.3
O=C(NC1CCCCC1)C(c1cccnc1)N(CCc1ccccc1)C(=O)Cc1cccs1 (stereo unspecified)	4.2	16.5	1.13	-11.0	-4.2	12.2	2.5	1.1	0.8	91.2
CC(C)NC(=O)[C@@H]1C[C@@]1(C)[C@@H](NC(=O)OCc1ccccc1)c1ccccc1	0.7	15.1	0.89	-3.0	-0.7	15.2	-10.3	1	0.8	96.2
Cc1cccc(N2C(=O)CC(Sc3ccccc3C(=O)O)C2=O)c1 (stereo unspecified)	9.3	6.1	0.81	-5.1	-9.3	-4.3	-10.2	1.1	0.9	98.7
COc1cccc(NC(=O)CNC(=O)c2ccccc2)c1	27.0	12.3	1.81	-2.5	-27.0	-2.8	-5.8	1	0.9	114.1
COc1ccc(CCNC(=O)CN2CCCc3ccccc32)cc1OC	4.5	1.7	1.3	-3.2	-4.5	3.1	-22.0	1	1	98.3
O=S(Cc1ccccc1)CC(O)(c1ccccc1)c1ccccc1 (stereo unspecified)	.	19.3	1.15	-8.6	.	9.0	4.6	1.1	0.8	94.0
OCCC1CN(Cc2cnc(-c3ccccc3)s2)CCN1CCc1ccccc1 (stereo unspecified)	22.6	21.7	1.13	-7.7	-22.6	9.4	-4.0	1.1	0.8	100.0
CCOC(=O)C1C2C=CC3(CN(c4cccc(Cl)c4)C(=O)C13)O2 (stereo unspecified)	2.4	6.7	1.15	-2.8	-2.4	-1.9	3.9	1	0.9	96.8

Results in APP 5'UTR act (2 entries from above):
Molecule	APP 5'UTR act
COc1cccc(NC(=O)CNC(=O)c2ccccc2)c1	27.0
COc1ccc(CCNC(=O)CN2CCCc3ccccc32)cc1OC	4.5

Compounds were not picked by outcome, and some 5.6% of all compounds hit somewhere here.
